KKLEB tox: CF airway cell cytotoxicity counter-screen; KKLEB CF airway cells viability, ATPlite luminescence, overnight; hits give low values; cells stimulated with P. aeruginosa culture filtrate; activity change (cytotoxicity), % at 5 µM; hit rate 0.36% among 360,000; AID 602141;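 active = corrected activity change at or below -50% at 5 µM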
Vif imaging: HIV Vif inhibition; HEK293T cells, Vif self-association by quenched fluorescence, imaging, 24 h; inhibition, % at 7.49 µM; hit rate 0.35% among 340,000; in the data active = inhibition above about 50%, passing the limit was not always enough; inconclusive = no clear call, values can overlap the other calls; inactive = below about 31%; note: some results filed as inactive read as strong as hits
PDI inh: PDI (human) enzyme inhibition. PDI insulin aggregation turbidity, A650, 90 min. inhibition, % at 10 µM. hit rate 0.052% among 350,000;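 active = mean inhibition across replicates of 30% or more, whatever share of single replicates reach that level; inconclusive = mean inhibition below 30% while every single replicate reaches 30%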;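 note: absorbance from insulin aggregation driven by PDI reduction with DTT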
Target sequence (P07237 whole entry, looked up): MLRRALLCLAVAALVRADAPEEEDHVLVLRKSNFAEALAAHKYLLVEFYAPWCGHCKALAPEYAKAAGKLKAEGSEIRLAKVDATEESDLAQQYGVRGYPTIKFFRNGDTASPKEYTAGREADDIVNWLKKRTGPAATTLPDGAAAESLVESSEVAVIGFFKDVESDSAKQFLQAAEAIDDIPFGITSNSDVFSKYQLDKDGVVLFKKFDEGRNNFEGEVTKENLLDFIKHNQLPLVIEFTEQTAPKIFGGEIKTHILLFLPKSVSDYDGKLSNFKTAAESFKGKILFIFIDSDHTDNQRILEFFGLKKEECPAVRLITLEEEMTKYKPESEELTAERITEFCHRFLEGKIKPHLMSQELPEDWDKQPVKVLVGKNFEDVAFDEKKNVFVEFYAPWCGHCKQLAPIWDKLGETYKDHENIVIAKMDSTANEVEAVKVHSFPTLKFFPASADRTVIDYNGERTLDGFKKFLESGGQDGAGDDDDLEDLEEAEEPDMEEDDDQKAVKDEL
CF NFkB inh: blocks PAF-induced NF-kB reporter in cystic fibrosis cells | KKLEB NF-kB-GFP reporter, GFP fluorescence overnight | inhibition, % at 5 µM | hit rate 0.86% among 360,000;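 active = at least 50% inhibition at 5 µM, scaled per plate between neutral and stimulator controls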;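 note: PAF is a Pseudomonas aeruginosa culture filtrate used as stimulus; plate controls were PAF-stimulated DMSO wells for no effect and unstimulated DMSO wells for full effect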
HIF-2a block: inhibitors of HIF-2a | inhibition, % at 18.8 µM | hit rate 0.72% among 360,000 | 786-0 RCC cells HIF-2a reporter, luciferase luminescence, overnight;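 active = inhibition of the luminescence signal of 40% or more relative to plate controls, in a single-dose primary screen at 18.75 µM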
CaV13 FRET inh: Disruptors of the CACNA1D IQ motif to Ca2+-dependent inactivation inhibitor domain association, primary screening, Förster resonance energy transfer in intact living …; inhibition, % at 12.3 µM; hit rate 0.098% among 340,000; HEK cells, CFP/YFP FRET ICDI-IQ, plate reader, 10 min; percent FRET-ratio fall versus neutral wells;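 active = mean replicate inhibition of at least 30% and at least 1% of replicates passing that level; inconclusive = only one of the two criteria is met; inactive = neither criterion is met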;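 note: 0% = median of the neutral control wells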
Peg3 promoter: inhibitors of Peg3 promoter; inhibition, % at 20 µM; hit rate 1.7% among 360,000; HeLa PEG-Prom luciferase reporter, luminescence, overnight; AID 588405;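 active = inhibition of at least 50% at 20 µM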
Shn3 inh set2: reduces Shn3 3'UTR luciferase signal in osteoblasts | AID 588674 | inhibition, % at 12.5 µM | hit rate 0.52% among 360,000 | Clone20 osteoblast Shn3 3'UTR firefly luciferase, 24 h;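 active = mean inhibition of at least 75% with every replicate also reaching 75%; inconclusive = mean inhibition at least 75% but some replicate below; inactive = mean inhibition below 75%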;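 note: 0% = median of neutral control wells and 100% = pilot-screen positive control compound; some compounds past the cut are filed as inactive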
NR2E3 ag-1: NR2E3 (human) agonism; inhibition of corepressor binding, % at 4.78 µM; hit rate 0.12% among 320,000; AID 2300; GST-NR2E3/biotin-RetCOR TR-FRET, 1536-well; Q9Y5X4;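 active = percent inhibition above the cutoff of mean plus 3 SD of all tested compounds, set per screening campaign, cut at about 20% in these data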;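 note: 0% = DMSO wells and 100% = biotin wells as full block of FRET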
Target sequence (Q9Y5X4 whole entry, looked up): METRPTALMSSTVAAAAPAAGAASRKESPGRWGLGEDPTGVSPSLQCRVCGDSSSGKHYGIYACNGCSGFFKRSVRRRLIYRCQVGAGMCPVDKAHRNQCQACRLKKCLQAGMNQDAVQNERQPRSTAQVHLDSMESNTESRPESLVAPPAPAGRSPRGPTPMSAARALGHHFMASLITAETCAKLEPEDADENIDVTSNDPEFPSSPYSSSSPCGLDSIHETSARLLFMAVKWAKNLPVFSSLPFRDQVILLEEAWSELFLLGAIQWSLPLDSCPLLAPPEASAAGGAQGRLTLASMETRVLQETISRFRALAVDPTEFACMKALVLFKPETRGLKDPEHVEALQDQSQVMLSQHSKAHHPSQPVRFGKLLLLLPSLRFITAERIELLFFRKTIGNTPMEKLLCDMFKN
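Test system: GST-NR2E3 and biotin-RetCOR proteins | Quantity: 1.35 nM GST-tagged NR2E3 final | Medium: Tris pH 7.5 | Also added: 7 nM biotin-RetCOR | Dosing: Compound at 4.8 µM, single dose | Timing: 5 h at 4 °C | Detection: Time-resolved FRET | Read-out basis: Percent inhibition | Benchmarks: Biotin wells as high control, 0.6% DMSO wells as low control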
TRPM1 prom inh: inhibitors of MITF-driven TRPM1 promoter in melanoma cells; AID 488899; hit rate 0.83% among 330,000; inhibition, % at 12.5 µM; SK-MEL-5 TRPM1 promoter luciferase, 24 h;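 active = mean inhibition across replicates of 60% or more, whatever share of single replicates reaches that level; inconclusive = some that reach 60%, reason not given; inactive = mean inhibition across replicates below 60%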; note: values of inactives mirror those of a sister screen read the other way
NR2E3 ag-2: human photoreceptor-specific nuclear receptor agonism; Q9Y5X4; CHO-S Gal4-NCOR/VP16-NR2E3 two-hybrid, luciferase; inhibition of corepressor binding, % at 3.98 µM; hit rate 0.35% among 360,000; AID 602229;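 active = inhibition above the mean of all tested compounds plus 3 SD, cut at about 70% in these data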;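 note: 0% = DMSO with NR2E3 transfected cells and 100% = cells lacking NR2E3 construct; higher means lower luciferase signal from less NR2E3 corepressor binding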
Active calls of the source: *; ? = inconclusive; · = not tested or not shown. Outcome played no part in choosing rows; any-hit rate near 3.3%.

mol,TRPM1 prom inh,Peg3 promoter,Shn3 inh set2,Vif imaging,CaV13 FRET inh,NR2E3 ag-2,HIF-2a block,KKLEB tox,CF NFkB inh,NR2E3 ag-1,PDI inh
Cc1ccc(N2C(=O)N(CC(=O)NCc3ccccc3Cl)C(=O)C2C)cc1 (configuration not stated),2,7,23,-11,2,-3,1,3,-1,-1,-8
CCOc1ccccc1NC(=O)COn1nnc2ccccc21,-9,-69,-19,-1,-2,-12,-69,-2,2,2,3
CC(C)(C)NC(=O)c1cc(-c2ccc3c(c2)OCO3)nc2ccccc12,19,-16,-5,1,-2,-68,-18,21,-35,4,4
CCN(CC)CCOC(=O)c1ccc(NC(=O)c2cn(-c3ccccc3)nc2-c2cccs2)cc1,25,43,-46,-4,-2,-29,-181,-24,11,·,-18
C[C@H](CO)N1C[C@H](C)[C@@H](CN(C)C(=O)NC2CCCCC2)Oc2ccc(NC(=O)Nc3ccc(C(F)(F)F)cc3)cc2C1=O,3,15,19,1,-6,-24,7,4,5,·,3
C[C@H]1CN([C@@H](C)CO)C(=O)CCCn2nncc2CO[C@H]1CN(C)S(=O)(=O)c1cccc(C#N)c1,·,-4,-14,·,-6,-22,5,-1,-23,·,-3
C[C@H](NC(=O)c1nc[nH]c1C(=O)N[C@@H](C)C(=O)OC(C)(C)C)C(=O)OC(C)(C)C,9,-18,0,3,-9,-7,-5,10,-5,0,-7
CCn1c(=O)c(C(=O)NC(C)c2ccccc2)c(O)c2ccccc21 (configuration not stated),-11,1,10,-7,-2,10,7,3,-4,·,9
COCCOC(=O)c1[nH]c2c(c1C)C(=O)CC(c1cc(OC)c(OC)c(OC)c1)C2 (configuration not stated),13,19,79,-12,-17,15,14,-5,-16,-4,1
CN(CC(=O)N1CCN(c2ccccn2)CC1)S(=O)(=O)c1ccc(Br)cc1,3,7,15,-9,-7,-8,12,-4,7,2,-3
O=C(c1cc(-c2ccncc2)nc2ccccc12)N1CCN(c2ncccn2)CC1,10,24,-7,0,-16,2,17,-5,-13,·,9
CC(NCc1ccc(N(C)C)cc1)C1CC2CCC1C2 (configuration not stated),5,-6,-6,10,-5,-4,10,-6,16,0,-1
Oc1ccc(-c2nccc(-c3ccc(F)cc3)n2)cc1,-98,-277,-132,11,-7,-101,-346,3,-49,0,-1
Cc1ccc(S(=O)(=O)NC(=O)Nc2ccc(Cl)cn2)cc1,1,-4,11,19,-8,9,19,12,0,0,-12
Nc1nnnn1/N=C/c1ccccc1C(F)(F)F,-3,16,2,5,·,2,10,-2,15,0,2
COc1ccc(/C=C2\Oc3cc(OCC(=O)N4CCC[C@H]4C(=O)O)ccc3C2=O)cc1OC,0,10,14,2,·,-10,9,20,7,-1,·
Cc1ccccc1N1CCN(C(=S)c2ccccc2)CC1,-3,-5,-8,4,-3,6,15,1,14,-1,-1
Clc1ccc(-n2cnc3c(Cl)ncnc32)cc1Cl,5,74*,22,8,-6,-20,0,-8,-3,·,-1
Cc1cccc(NC(=O)NCCN2CCN(c3ccccc3)CC2)c1C,1,-6,-1,-12,-20,13,12,-20,4,1,2
Cc1nnc2n1N=CC=C(C(C)(C)C)S2,9,-1,-6,0,-6,22,5,-4,0,-1,-1
CCCCC(=O)NCCc1cc2ccc(OC)cc2[nH]c1=O,15,-5,-10,1,0,10,8,7,-9,-3,-3
Cc1ccc2[nH]c3c(c2c1)SC(C)(C)CC3=O,10,26,3,-11,3,-20,-2,-14,10,-1,8
O=C(NNC(=O)c1cccc(S(=O)(=O)Nc2ccccc2F)c1)c1ccncc1,·,-7,-13,·,-7,22,19,-1,-19,·,6
COc1ccc(NC(=O)CN2CCc3ccccc3C2)c(OC)c1,-2,-28,4,1,-6,-58,-60,-4,19,1,5
COc1ccc(C(C(=O)NC(C)(C)C)N(C(=O)Cn2nnc3ccccc32)c2ccc(C(C)=O)cc2)cc1O (configuration not stated),-13,-39,-13,-8,5,-18,-9,6,3,1,2
CC(C)c1ccc(C(=O)N2CCCC(c3cc(C(=O)NCc4ccccc4)no3)C2)cc1 (configuration not stated),·,15,34,-26,-5,10,12,-21,14,·,-6
CCOc1ccc(NC(=O)C2CCN(S(=O)(=O)CC)CC2)cc1,-1,8,0,-1,7,-18,11,8,-7,0,-11
COc1cc(N2C(=O)c3ccccc3C2=O)c(Cl)cc1C(=O)OCC(=O)NCc1ccco1,-1,5,-10,36,-5,-1,7,0,3,1,12
COc1cc(-c2nnc(NC(=O)c3ccco3)o2)cc(OC)c1OC,-4,-8,12,-17,-5,13,3,6,-10,-1,0
C[C@H](CO)N1C[C@H](C)[C@@H](CN(C)C(=O)Oc2ccccc2)OCc2cn(nn2)CCCC1=O,·,-1,-6,19,·,-6,1,-8,3,·,-4
O=c1c2oc3ccccc3c2ncn1Cc1ccccc1Cl,-15,-64,-36,-14,-4,-32,-115,-5,-6,0,7
Cc1ccc(S(=O)(=O)Nc2ccc(C(=O)OCC(=O)N(CCC#N)c3ccccc3)cc2)cc1C,-5,11,-2,1,-5,-23,18,2,1,-2,-3
CCCNC(=O)c1ccccc1C(=O)NCCC,6,11,-9,8,·,-9,13,-2,9,-2,2
NC(=O)NC(=O)COC(=O)c1ccc2noc(-c3ccccc3)c2c1,-34,-161,-75,-20,-4,-134,-147,2,-10,2,-2
CCc1ccc(NC(=O)C2CCCN(S(C)(=O)=O)C2)cc1 (configuration not stated),6,19,-7,-2,-4,15,8,8,-10,3,6
O=C(Nc1ccc2nsnc2c1)c1ccc2c(c1)OCO2,-64,-84,-51,-2,-8,-107,-185,-7,8,-1,2
Cc1c(C(=O)Nc2ccccc2C(=O)N2CCCC2)cccc1[N+](=O)[O-],-5,5,5,-2,-5,8,15,-6,14,0,-14
Cc1ccccc1-c1nnn(CC(=O)N2CCN(S(=O)(=O)c3ccc(Cl)cc3)CC2)n1,-5,34,7,4,-3,-4,19,-3,19,-2,22
Cc1cc(C)c2c(n1)nn1c(NCCOCCO)cc(C)nc21,10,20,4,-7,-3,-24,4,-12,12,7,3
Cc1ccc(CC(=O)NCCN2CCOCC2)cc1,1,5,-6,5,-20,16,16,7,-3,2,-1
O=C(c1sc2ccccc2c1Cl)N1CCN(c2ncccn2)CC1,-2,15,20,-2,-7,13,13,-14,5,6,-10
COCCNCCCCSc1ccc(Cl)cc1,-11,-3,-9,-2,-4,7,13,4,10,3,16
CCC(=O)Nc1ccc(Cl)c(NC(=O)c2ccccc2OC)c1,8,-10,-100,-9,-5,-5,-17,6,-19,4,-14
Cc1cc(C[n+]2ncsc2N)c2ncccc2c1,-8,-5,8,0,-5,-20,19,-6,7,-1,3
Cc1ccc(NC(=O)Cn2ncn3c(cc4ccccc43)c2=O)c(C)c1,2,12,4,?,-4,-13,15,-3,-3,0,6
N#Cc1ccccc1OCC(=O)OCCCOC(=O)COc1ccccc1C#N,4,8,5,-6,-3,-7,6,6,18,-4,-4
CCOc1ccc(-c2c(=O)n(O)c3ccccc3[n+]2[O-])cc1,-52,-190,-92,4,-29,-83,-311,-20,4,4,2
COc1ccc(OC)c(Nc2nc(N)c([N+](=O)[O-])c(NC3CCCCC3)n2)c1,·,10,29,-12,-1,-7,17,6,8,0,7
CN(c1ccc(C(=O)N2CCN(Cc3ccccc3)CC2)cc1)S(=O)(=O)c1ccc(Cl)cc1,12,6,20,-21,-5,19,3,0,2,-1,18
CCOC(=O)C1=CCN(S(=O)(=O)c2ccccc2[N+](=O)[O-])C1c1ccc(C)cc1 (configuration not stated),·,11,10,21,-7,-4,-2,-10,15,·,·
COC(=O)c1ccc(S(=O)(=O)N2CCCCCC2)n1C,3,17,7,3,4,-11,18,-5,18,2,8

Grouped by structure, the entries above with an aryl methoxy group
mol,TRPM1 prom inh,Peg3 promoter,Shn3 inh set2,Vif imaging,CaV13 FRET inh,NR2E3 ag-2,HIF-2a block,KKLEB tox,CF NFkB inh,NR2E3 ag-1,PDI inh
COCCOC(=O)c1[nH]c2c(c1C)C(=O)CC(c1cc(OC)c(OC)c(OC)c1)C2 (configuration not stated),13,19,79,-12,-17,15,14,-5,-16,-4,1
COc1ccc(/C=C2\Oc3cc(OCC(=O)N4CCC[C@H]4C(=O)O)ccc3C2=O)cc1OC,0,10,14,2,·,-10,9,20,7,-1,·
CCCCC(=O)NCCc1cc2ccc(OC)cc2[nH]c1=O,15,-5,-10,1,0,10,8,7,-9,-3,-3
COc1ccc(NC(=O)CN2CCc3ccccc3C2)c(OC)c1,-2,-28,4,1,-6,-58,-60,-4,19,1,5
COc1ccc(C(C(=O)NC(C)(C)C)N(C(=O)Cn2nnc3ccccc32)c2ccc(C(C)=O)cc2)cc1O (configuration not stated),-13,-39,-13,-8,5,-18,-9,6,3,1,2
COc1cc(N2C(=O)c3ccccc3C2=O)c(Cl)cc1C(=O)OCC(=O)NCc1ccco1,-1,5,-10,36,-5,-1,7,0,3,1,12
COc1cc(-c2nnc(NC(=O)c3ccco3)o2)cc(OC)c1OC,-4,-8,12,-17,-5,13,3,6,-10,-1,0
CCC(=O)Nc1ccc(Cl)c(NC(=O)c2ccccc2OC)c1,8,-10,-100,-9,-5,-5,-17,6,-19,4,-14
COc1ccc(OC)c(Nc2nc(N)c([N+](=O)[O-])c(NC3CCCCC3)n2)c1,·,10,29,-12,-1,-7,17,6,8,0,7
